Screens (PubChem BioAssay)
Shn3 3UTR inh – reduces Shn3 3'UTR luciferase signal in osteoblasts | Clone20 osteoblast Shn3 3'UTR firefly luciferase, 24 h | inhibition, % at 12.5 µM | hit rate 0.52% among 360,000 | AID 588674;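 active means mean inhibition of at least 75% with every replicate also reaching 75%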;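 further: 0% = median of neutral control wells and 100% = pilot-screen positive control compound; some compounds past the cut are filed as inactive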
TRPM1 prom inh – reduces MITF-dependent TRPM1 promoter luciferase signal; SK-MEL-5 TRPM1 promoter luciferase, 24 h; inhibition, % at 12.5 µM; hit rate 0.83% among 330,000; AID 488899;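 active means mean inhibition across replicates of 60% or more, whatever share of single replicates reaches that level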; further: values of inactives mirror those of a sister screen read the other way
hiPSC survival – increases survival of single human iPS cells; hiPSC single-cell survival, ATPlite luminescence; 100% = ROCK inhibitor wells, 0% = DMSO; survival enhancement, % at 20 µM; hit rate 0.044% among 360,000; in the data active means survival enhancement above about 18%;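 further: cells exposed to compounds for 16 hours before the ATP read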
NR2E3 ag-1 – agonists of human NR2E3 nuclear receptor. Q9Y5X4. CHO-S Gal4-NCOR/VP16-NR2E3 two-hybrid, luciferase. inhibition of corepressor binding, % at 3.98 µM. hit rate 0.35% among 360,000. AID 602229;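 active means inhibition above the mean of all tested compounds plus 3 SD, cut at about 70% in these data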;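 further: 0% = DMSO with NR2E3 transfected cells and 100% = cells lacking NR2E3 construct; higher means lower luciferase signal from less NR2E3 corepressor binding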
Target sequence (Q9Y5X4 whole entry, looked up, the tested form may be a part): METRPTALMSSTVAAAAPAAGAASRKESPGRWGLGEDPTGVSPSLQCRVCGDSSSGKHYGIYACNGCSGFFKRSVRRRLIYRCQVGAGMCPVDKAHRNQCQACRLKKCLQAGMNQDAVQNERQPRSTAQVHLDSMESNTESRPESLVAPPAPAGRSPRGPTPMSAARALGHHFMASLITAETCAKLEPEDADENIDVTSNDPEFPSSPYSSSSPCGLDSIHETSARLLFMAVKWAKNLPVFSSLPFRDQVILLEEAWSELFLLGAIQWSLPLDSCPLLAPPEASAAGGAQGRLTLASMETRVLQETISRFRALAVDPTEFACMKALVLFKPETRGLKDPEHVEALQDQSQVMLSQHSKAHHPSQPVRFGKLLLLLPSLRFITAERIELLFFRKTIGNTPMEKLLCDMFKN
NR2E3 ag-2 – activates human photoreceptor nuclear receptor NR2E3; GST-NR2E3/biotin-RetCOR TR-FRET, 1536-well; inhibition of corepressor binding, % at 4.78 µM; hit rate 0.12% among 320,000; AID 2300;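 active means percent inhibition above the cutoff of mean plus 3 SD of all tested compounds, set per screening campaign, cut at about 20% in these data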;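 further: 0% = DMSO wells and 100% = biotin wells as full block of FRET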
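Format: 1536-well format; test system: GST-NR2E3 and biotin-RetCOR proteins; read-out basis: percent inhibition of TR-FRET ratio; timing: 5 h incubation at 4 °C; detection: time-resolved FRET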
CaV13 FRET inh – Disruptors of the CACNA1D IQ motif to Ca2+-dependent inactivation inhibitor domain association, primary screening, Förster resonance energy transfer in intact living … | AID 743397 | HEK cells, CFP/YFP FRET ICDI-IQ, plate reader, 10 min; percent FRET-ratio fall versus neutral wells | hit rate 0.098% among 340,000 | inhibition, % at 12.3 µM;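 active means mean replicate inhibition of at least 30% and at least 1% of replicates passing that level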;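 further: 0% = median of the neutral control wells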
PDI turbidity – blocks human protein disulfide isomerase activity; P07237; PDI insulin aggregation turbidity, A650, 90 min; inhibition, % at 10 µM; hit rate 0.052% among 350,000; AID 588391;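 active means mean inhibition across replicates of 30% or more, whatever share of single replicates reach that level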;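 further: absorbance from insulin aggregation driven by PDI reduction with DTT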
Target sequence (P07237 whole entry, looked up): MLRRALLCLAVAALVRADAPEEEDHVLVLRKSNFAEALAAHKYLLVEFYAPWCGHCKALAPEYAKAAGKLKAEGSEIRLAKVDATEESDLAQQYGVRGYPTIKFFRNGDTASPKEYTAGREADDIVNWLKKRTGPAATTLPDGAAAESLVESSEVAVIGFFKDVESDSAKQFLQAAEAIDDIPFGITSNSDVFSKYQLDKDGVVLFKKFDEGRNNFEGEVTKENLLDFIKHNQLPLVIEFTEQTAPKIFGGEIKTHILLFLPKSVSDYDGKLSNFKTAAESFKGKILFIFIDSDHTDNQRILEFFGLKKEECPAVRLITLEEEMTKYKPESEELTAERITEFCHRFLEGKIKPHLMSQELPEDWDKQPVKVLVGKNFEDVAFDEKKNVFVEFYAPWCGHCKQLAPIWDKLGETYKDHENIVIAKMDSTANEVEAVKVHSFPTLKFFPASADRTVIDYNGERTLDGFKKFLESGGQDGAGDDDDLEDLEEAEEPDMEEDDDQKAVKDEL
Cardio protect – protects H9c2 cardiomyocytes from peroxide injury | H2O2 injury protection, ATPLite, 2 h | protection from H2O2 cell death, % at 20 µM | hit rate 0.63% among 360,000 | AID 588492;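 active means compounds giving at least 50% protection of heart cells from peroxide-induced death in the single-dose screen, raw or plate-pattern-corrected value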;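 further: 0% = DMSO wells with peroxide and 100% = DMSO wells without peroxide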
Peg3 promoter – Peg3 promoter activity inhibition; HeLa PEG-Prom luciferase reporter, luminescence, overnight; inhibition, % at 20 µM; hit rate 1.7% among 360,000; AID 588405;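 active means inhibition of at least 50% at 20 µM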
m5-HT2A agonist – mouse HTR2A agonism via beta-arrestin recruitment. CHO-K1 mHTR2A beta-arrestin complementation, luminescence; percent of 30 µM serotonin response. activation, % at 7.6 µM. hit rate 0.66% among 360,000. AID 624169;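 active means activation above a run cutoff, the mean activation of all tested compounds plus 3 SD, cut at about 14% in these data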;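 further: 0% = plate median of compound wells and 100% = 30 µM serotonin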
HIF-2a inh – blocks HIF-2a reporter activity; 786-0 RCC cells HIF-2a reporter, luciferase luminescence, overnight; inhibition, % at 18.8 µM; hit rate 0.72% among 360,000; AID 624352;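 active means inhibition of the luminescence signal of 40% or more relative to plate controls, in a single-dose primary screen at 18.75 µM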
An asterisk follows results filed as active.

CC(=O)Nc1ccc(NC(=O)c2ccc3sc([C@H]4C[C@H](O)[C@@H](CO)O4)nc3c2)cc1 was read as Shn3 3UTR inh 5, hiPSC survival -0.7, NR2E3 ag-1 -5, CaV13 FRET inh -5, PDI turbidity 4, Cardio protect 4, Peg3 promoter 1, m5-HT2A agonist -1 and HIF-2a inh 5.
Cc1cc(C)cc(NS(=O)(=O)c2ccc(-c3cnc(C4CC4)o3)cc2)c1 was read as Shn3 3UTR inh 74, TRPM1 prom inh 41, hiPSC survival 2.3, NR2E3 ag-1 53, NR2E3 ag-2 0, CaV13 FRET inh -3, PDI turbidity 1, Cardio protect -14, Peg3 promoter 13, m5-HT2A agonist 0 and HIF-2a inh 40*.
CNS(=O)(=O)c1cccc(C(=O)OCC(=O)c2c(N)n(C)c(=O)n(C)c2=O)c1 was read as Shn3 3UTR inh 7, TRPM1 prom inh -3, hiPSC survival 0.9, NR2E3 ag-1 16, NR2E3 ag-2 1, CaV13 FRET inh 4, PDI turbidity -1, Cardio protect 9, Peg3 promoter 3, m5-HT2A agonist 2 and HIF-2a inh 17.
Screening COP(=O)(OC)c1nc(-c2ccccc2)oc1NCc1ccccc1 returned Shn3 3UTR inh 1, TRPM1 prom inh -9, hiPSC survival 0.7, NR2E3 ag-1 -6, NR2E3 ag-2 1, CaV13 FRET inh -4, PDI turbidity -2, Cardio protect 1, Peg3 promoter 22, m5-HT2A agonist -1 and HIF-2a inh 11.
`CN1CCN(c2nc3ccccc3nc2C(C#N)C(=O)OC2CCCCC2)CC1` (stereo not drawn) gave Shn3 3UTR inh 0, TRPM1 prom inh -19, hiPSC survival -2.8, NR2E3 ag-1 -17, NR2E3 ag-2 -5, CaV13 FRET inh -7, PDI turbidity 4, Cardio protect 9, Peg3 promoter 17, m5-HT2A agonist -14 and HIF-2a inh 6.
CCN1CCN(c2nc(N)c([N+](=O)[O-])c(Nc3ccc(C)c(C)c3)n2)CC1 was read as Shn3 3UTR inh 4, TRPM1 prom inh -40, hiPSC survival -1.2, NR2E3 ag-1 -6, NR2E3 ag-2 -1, CaV13 FRET inh -6, PDI turbidity -4, Cardio protect -19, Peg3 promoter 42, m5-HT2A agonist -4 and HIF-2a inh 29.
`O=C(CSc1nnc(-c2ccncc2)n1Cc1ccco1)c1ccc(Cl)cc1` gave Shn3 3UTR inh -1, TRPM1 prom inh 5, hiPSC survival -2.2, NR2E3 ag-1 -4, NR2E3 ag-2 1, PDI turbidity 0, Cardio protect 11, Peg3 promoter -1, m5-HT2A agonist 2 and HIF-2a inh -30.
Screening CSC1=NCCN1C(=O)c1c(-c2ccccc2Cl)noc1C returned Shn3 3UTR inh 2, TRPM1 prom inh -6, hiPSC survival -0.7, NR2E3 ag-1 -2, NR2E3 ag-2 0, CaV13 FRET inh -2, Cardio protect 1, Peg3 promoter -2, m5-HT2A agonist -1 and HIF-2a inh 9.
Screening COCCNC(=O)Cn1cc2c(n1)CCC(C)C2 (stereo not drawn) returned Shn3 3UTR inh -5, TRPM1 prom inh -9, hiPSC survival 0.4, NR2E3 ag-1 -20, NR2E3 ag-2 5, CaV13 FRET inh -9, Cardio protect -10, Peg3 promoter -3, m5-HT2A agonist -1 and HIF-2a inh 14.
O=C(CCc1ccccc1)NC(=S)Nc1ccccc1[N+](=O)[O-] was read as Shn3 3UTR inh -7, TRPM1 prom inh -9, hiPSC survival -0.3, NR2E3 ag-1 -24, NR2E3 ag-2 0, CaV13 FRET inh -8, PDI turbidity -4, Cardio protect -1, Peg3 promoter -12, m5-HT2A agonist -6 and HIF-2a inh -66.
Cc1cc(NC(=O)C(C)SCC(=O)Nc2cc(Cl)ccc2N2CCN(C)CC2)no1 (stereo not drawn) was read as Shn3 3UTR inh 11, TRPM1 prom inh 9, hiPSC survival -0.5, NR2E3 ag-1 9, NR2E3 ag-2 -2, CaV13 FRET inh -6, PDI turbidity -6, Cardio protect 4, Peg3 promoter 6, m5-HT2A agonist -4 and HIF-2a inh 5.
For COc1ccc(Br)cc1CNC(=O)C1CCN(S(=O)(=O)N2CCCCC2)CC1 the results were Shn3 3UTR inh 15, TRPM1 prom inh 3, hiPSC survival -1.3, NR2E3 ag-1 -4, NR2E3 ag-2 4, CaV13 FRET inh -9, PDI turbidity 4, Cardio protect 7, Peg3 promoter 12, m5-HT2A agonist -3 and HIF-2a inh 12.
For O=C(CSc1nc2ccccc2o1)N/N=C/c1ccco1 the results were Shn3 3UTR inh -75, TRPM1 prom inh -74, hiPSC survival -0.4, NR2E3 ag-1 -19, NR2E3 ag-2 2, CaV13 FRET inh -2, PDI turbidity 8, Cardio protect -4, Peg3 promoter -205, m5-HT2A agonist 1 and HIF-2a inh -194.
Cc1ccc(OCCCCN2CCCC(C)C2)c([N+](=O)[O-])c1 (stereo not drawn) was read as Shn3 3UTR inh -6, TRPM1 prom inh 0, hiPSC survival 0.2, NR2E3 ag-1 -12, NR2E3 ag-2 0, CaV13 FRET inh -1, PDI turbidity -1, Cardio protect -2, Peg3 promoter 0, m5-HT2A agonist -8 and HIF-2a inh -2.
For COC(=O)c1cc(Br)c(N)cc1OC the results were Shn3 3UTR inh 15, TRPM1 prom inh 1, hiPSC survival 1.3, NR2E3 ag-1 13, NR2E3 ag-2 2, CaV13 FRET inh -8, PDI turbidity 1, Cardio protect 11, Peg3 promoter 8, m5-HT2A agonist 5 and HIF-2a inh 8.
Cn1c(-c2ccc(F)cc2)cnc1SCC(=O)N1CCCCC1 was read as Shn3 3UTR inh -100, TRPM1 prom inh -15, hiPSC survival -1.9, NR2E3 ag-1 -179, NR2E3 ag-2 2, CaV13 FRET inh -4, PDI turbidity -6, Cardio protect -2, Peg3 promoter -104, m5-HT2A agonist 0 and HIF-2a inh -80.
`CC1(c2ccccc2)NC(=O)N(CC(=O)Nc2cc(C(F)(F)F)ccc2N2CCCCC2)C1=O` (stereo not drawn) gave Shn3 3UTR inh 8, TRPM1 prom inh 7, hiPSC survival -0.5, NR2E3 ag-1 12, CaV13 FRET inh -6, PDI turbidity -5, Cardio protect -7, Peg3 promoter 24, m5-HT2A agonist 11 and HIF-2a inh -2.
`COc1ccc(NC(=O)c2ccco2)c([N+](=O)[O-])c1` gave Shn3 3UTR inh -69, TRPM1 prom inh -59, hiPSC survival 0.1, NR2E3 ag-1 -103, NR2E3 ag-2 2, CaV13 FRET inh -7, PDI turbidity -8, Cardio protect 4, Peg3 promoter -255, m5-HT2A agonist 5 and HIF-2a inh -223.
For Cc1cc(C)n2nc(-c3cnn(C)c3C(F)(F)F)c(Cl)c2n1 the results were Shn3 3UTR inh 0, TRPM1 prom inh 12, hiPSC survival 6.7, NR2E3 ag-1 -12, NR2E3 ag-2 1, CaV13 FRET inh -4, PDI turbidity -3, Cardio protect 7, Peg3 promoter -16, m5-HT2A agonist 4 and HIF-2a inh -2.
`CCCCNc1c(-c2ccccn2)nc2nc(C)cc(C)n12` gave hiPSC survival -0.5, NR2E3 ag-1 -5, CaV13 FRET inh -9, m5-HT2A agonist 2 and HIF-2a inh -4.
For CC(C)(C)NC(=O)Cn1c(=O)oc2cc(S(=O)(=O)N3CCc4ccccc43)ccc21 the results were Shn3 3UTR inh 4, TRPM1 prom inh -2, hiPSC survival 0.4, NR2E3 ag-1 -28, NR2E3 ag-2 2, CaV13 FRET inh 5, PDI turbidity -1, Cardio protect -1, Peg3 promoter -3, m5-HT2A agonist -11 and HIF-2a inh 3.
For Cc1cc(NCc2ccco2)nc(N2CCC(C(=O)NC3CCCCC3)CC2)n1 the results were Shn3 3UTR inh 11, TRPM1 prom inh 2, hiPSC survival -1.6, NR2E3 ag-1 -5, NR2E3 ag-2 2, CaV13 FRET inh -4, PDI turbidity 12, Cardio protect -7, Peg3 promoter 0, m5-HT2A agonist -7 and HIF-2a inh 17.
For CCCc1ccc2oc(C(=O)N(C)Cc3nccs3)c(C)c2c1 the results were Shn3 3UTR inh -39, TRPM1 prom inh -35, hiPSC survival 0.3, NR2E3 ag-1 -60, NR2E3 ag-2 1, PDI turbidity 9, Cardio protect -10, Peg3 promoter -221, m5-HT2A agonist 1 and HIF-2a inh -264.
Screening Cn1c(SCc2ccc(Br)cc2)nc2c(c1=O)SCC2 returned Shn3 3UTR inh 24, TRPM1 prom inh 5, hiPSC survival 0.2, NR2E3 ag-1 -20, NR2E3 ag-2 1, CaV13 FRET inh 1, PDI turbidity -6, Cardio protect -14, Peg3 promoter -8, m5-HT2A agonist -3 and HIF-2a inh -28.
For N#Cc1ccccc1NC(=O)COC(=O)CSc1nc2ccccc2o1 the results were Shn3 3UTR inh 0, TRPM1 prom inh 4, hiPSC survival 1.6, NR2E3 ag-1 -26, NR2E3 ag-2 5, CaV13 FRET inh -5, PDI turbidity 5, Cardio protect 11, Peg3 promoter -5, m5-HT2A agonist 0 and HIF-2a inh 5.
Cc1ccc(-c2nc(CN(C)Cc3ccc4nccnc4c3)c(C)o2)s1 was read as Shn3 3UTR inh -50, TRPM1 prom inh 1, hiPSC survival 5.4, NR2E3 ag-1 -3, NR2E3 ag-2 2, CaV13 FRET inh -11, PDI turbidity 5, Cardio protect 7, Peg3 promoter 9, m5-HT2A agonist 1 and HIF-2a inh 8.
O=C(CNC(=O)c1ccccc1F)Nc1ccc2c(c1)CCC2 was read as Shn3 3UTR inh -23, TRPM1 prom inh -74, hiPSC survival -0.3, NR2E3 ag-1 -39, NR2E3 ag-2 0, CaV13 FRET inh -1, PDI turbidity 6, Cardio protect -8, Peg3 promoter -310, m5-HT2A agonist -2 and HIF-2a inh -242.
For Cc1ccc(S(=O)(=O)/N=C2/C=C(C3C(=O)CC(C)(C)CC3=O)C(=O)c3ccccc32)cc1 the results were Shn3 3UTR inh -59, TRPM1 prom inh -42, hiPSC survival -0.3, NR2E3 ag-1 -152, NR2E3 ag-2 2, CaV13 FRET inh -6, PDI turbidity -5, Cardio protect -8, Peg3 promoter -133, m5-HT2A agonist 0 and HIF-2a inh -90.
Screening C=CCn1c(=O)[nH]c2nc3cc(N=CN(C)C)c(C)cc3nc2c1=O returned Shn3 3UTR inh -14, TRPM1 prom inh 21, hiPSC survival -0.7, NR2E3 ag-1 1, NR2E3 ag-2 4, CaV13 FRET inh -39, PDI turbidity 2, Cardio protect 13, Peg3 promoter 11, m5-HT2A agonist 0 and HIF-2a inh 10.

Pulled by structure from the entries so far (2):
For Cc1ccc(S(=O)(=O)/N=C2/C=C(C3C(=O)CC(C)(C)CC3=O)C(=O)c3ccccc32)cc1 the results were Shn3 3UTR inh -59, TRPM1 prom inh -42, hiPSC survival -0.3, NR2E3 ag-1 -152, NR2E3 ag-2 2, CaV13 FRET inh -6, PDI turbidity -5, Cardio protect -8, Peg3 promoter -133, m5-HT2A agonist 0 and HIF-2a inh -90.
For CC(C)(C)NC(=O)Cn1c(=O)oc2cc(S(=O)(=O)N3CCc4ccccc43)ccc21 the results were Shn3 3UTR inh 4, TRPM1 prom inh -2, hiPSC survival 0.4, NR2E3 ag-1 -28, NR2E3 ag-2 2, CaV13 FRET inh 5, PDI turbidity -1, Cardio protect -1, Peg3 promoter -3, m5-HT2A agonist -11 and HIF-2a inh 3.

Rows are unselected. Share with any hit: about 3.9%.
